# hcGAS lum: Primary biochemical luminescence assay for human cyclic GMP-AMP synthase inhibitors; Q8N884; recombinant h-cGAS, ATP depletion, Kinase-Glo luminescence; inhibition, % at 12.5 µM; 290,000 tested, 0.081% active; AID 1259398, 2018;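 note: 0% = vehicle reaction and 100% = reaction without DNA for no activity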
# Target sequence (Q8N884 whole entry, looked up): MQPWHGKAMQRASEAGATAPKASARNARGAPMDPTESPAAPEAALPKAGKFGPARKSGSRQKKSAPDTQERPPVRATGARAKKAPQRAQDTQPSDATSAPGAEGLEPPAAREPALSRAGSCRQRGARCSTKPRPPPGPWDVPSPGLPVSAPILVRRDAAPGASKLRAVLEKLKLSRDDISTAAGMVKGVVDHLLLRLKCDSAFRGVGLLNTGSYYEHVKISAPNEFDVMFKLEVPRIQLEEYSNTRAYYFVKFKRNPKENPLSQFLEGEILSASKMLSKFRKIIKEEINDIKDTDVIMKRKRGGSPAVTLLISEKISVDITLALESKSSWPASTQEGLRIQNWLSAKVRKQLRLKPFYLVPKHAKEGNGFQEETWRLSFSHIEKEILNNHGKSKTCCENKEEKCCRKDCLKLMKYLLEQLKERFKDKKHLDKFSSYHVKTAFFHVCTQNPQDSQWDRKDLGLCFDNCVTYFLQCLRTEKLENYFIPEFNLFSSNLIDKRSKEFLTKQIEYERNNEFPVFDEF
# mcGAS inh: cyclic GMP-AMP synthase inhibitors, mouse, primary biochemical chemiluminescence. Q8C6L5. recombinant cGAS, Kinase-Glo ATP depletion luminescence. inhibition, % at 12.5 µM. 160,000 tested, 0.15% active. AID 1259399, 2018;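 note: 0% = negative control wells and 100% = reference inhibitor with no enzyme activity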
# NPYLR7 agonist: agonists of mosquito NPYLR7 receptor, primary screen, cell-based, Aedes aegypti, calcium fluorescence, mosquito biting behavior | Aedes aegypti neuropeptide Y-like receptor 7 (NPYLR7) | HEK293T NPYLR7/Galpha15, GCaMP6s calcium fluorescence | activation, % at 10 µM | 270,000 tested, 0.15% active; in the data active = activation above about 40%;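 note: 0% = vehicle and 100% = reference agonist at the receptor; some compounds past the cut are filed as inactive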
# Numbers without * were called inactive; . = no result given; & = joins results of further samples. Cut-off read from the data, not from the text of the source, unless noted: active = inhibition above about 40%; inactive = the rest.
# Results follow in this order: mcGAS inh	hcGAS lum	NPYLR7 agonist
O=C(COc1ccccc1[N+](=O)[O-])N1CCCC1c1ccccc1 (stereo not given)
→ -8	-8	-1
COc1ccccc1-c1noc2nc(N3CCCN(C)CC3)ccc12
→ -7	-8	5
O=C(NCC1OCCc2ccccc21)c1cc(-c2ccn[nH]2)cc(S(=O)(=O)NC2CCCCC2)c1 (stereo not given)
→ .	7	-13
C=CCNc1nnc(Cc2ccc(F)cc2)c(=O)[nH]1
→ .	-4	10
Cc1nc(-n2nc(-c3cccs3)cc2NC(=O)COc2ccc(Cl)cc2)[nH]c(=O)c1C
→ .	-9	3
Cc1ccc(CN2CCN(C3CCN(Cc4ccccn4)CC3)CC2CCO)o1 (stereo not given)
→ .	1	11
CC(=O)N1CCC(C(=O)N2CCN(CC(OCc3c(F)cccc3F)c3ccc(Cl)cc3)CC2)CC1 (stereo not given)
→ 2	4	1
CCOC(=O)C(=O)c1csc(NC(=O)c2cccs2)n1
→ -4	3	5
CC1CC(C(N)=O)c2ccccc2N1Cc1cc(-c2ccccc2)no1 (stereo not given)
→ .	5	-2
O=C(NNc1nc(-c2cc3ccccc3oc2=O)cs1)c1ccccc1
→ .	-9	-4
CCOC(=O)C1=C(COC(=O)CCc2ccsc2)NC(=O)NC1C (stereo not given)
→ 0	3	-1
O=c1[nH]c2c(Cl)c(Cl)c(Cl)cc2o1
→ 82*	49*	-6
O=C1CC(C(=O)N2CCN(c3nccs3)CC2)C2(CCCCC2)O1 (stereo not given)
→ -6	-3	.
Cc1cc(C)n2c(SCCSc3ccc(Cl)cc3)nnc2n1
→ .	-6	-1
O=S(=O)(c1ccc(N2CC=C(c3ccccc3)CC2)nc1)N1CCCC1
→ -8	-9	3
CCOP(=O)(OCC)C(C)(C)NC(=S)Nc1ccccc1
→ .	-3	-1
CC(=O)Nc1ccc(CN2CCc3c([nH]c4ccccc34)C2c2ccc(F)cc2)cc1 (stereo not given)
→ -11	-9	5
COc1ccc2nc(N3CCN(C(=O)C4=COCCO4)CC3)sc2c1
→ -8	-9	-1
Cc1cc(C)c2nc(N(CCN(C)C)C(=O)c3ccc(S(C)(=O)=O)cc3)sc2c1
→ -5	-2	-2
CC(C)(C)c1cc(CNCCS(=O)(=O)O)c(O)c(C(C)(C)C)c1
→ -8	-6	-10
Cc1ccsc1CN(Cc1ccc2c(c1)OCO2)C(=O)CNCC1CC1
→ -6	-6	-10
COc1ccc(-c2nnc(NC(=O)C3CCCN3S(=O)(=O)c3ccc(OC)cc3)s2)cc1 (stereo not given)
→ -6	-4	19
CC1(C(=O)NS(=O)(=O)c2ccccc2Cl)CCN1C(=O)Cc1ccc(Cl)cc1Cl (stereo not given)
→ .	-2	2
CCNC(=O)N1CCc2ccc(NC(=O)C(C)Oc3cccc(F)c3)cc21 (stereo not given)
→ .	-4	4
CCC(CC)C(=O)N(C)c1c(C)nc2c(OCc3ccc(Cl)cc3)cccn12
→ 0	-4	10
CCc1nc2ccc(C(=O)N3CCN(S(=O)(=O)CC)CC3)cn2c1N(C)Cc1nccn1C
→ -2	-6	-5
Cc1cnc(C(=O)N2CCN(Cc3cccc(-c4noc(-c5ccco5)n4)c3)CC2)cn1
→ 2	3	-5
Cc1cccn2c(=O)c3cc(C(=O)NC(C)(C)C)n(C)c3nc12
→ .	-5	5
Cc1ccccc1C1(O)CCN(C(=O)c2cc(=O)c3ccccc3o2)C1 (stereo not given)
→ -19	-9	3
Cc1nc(CNC(=O)CCc2ccc(Br)c(C)c2)no1
→ .	-12	-24
CCOC(=O)[C@H]1C[C@@H]2O[C@H]1[C@H]1CN(Cc3ccc(OC)nc3)C[C@H]1[C@@H]2O
→ 1	-3	2
O=C(c1ccc(C(F)(F)F)cc1)N1CCCC(OCc2ccc(C(F)(F)F)cc2)C1 (stereo not given)
→ -4	-6	-9
Cc1ccccc1NC(=O)Nc1ccc(-n2nc(OCC(C)C)nc2-c2ccco2)cc1
→ 0	-1	-3
NC(=O)c1cc(S(=O)(=O)NC2CCCCC2)cs1
→ .	-8	5
N#CC1(C(=O)N2CCCC(CNC(=O)c3ccccc3)C2)CCCC1 (stereo not given)
→ .	-11	1
O=C(NCc1cccnc1N1CCCC(O)C1)c1ccc2c(c1)OCO2 (stereo not given)
→ .	-3	-5
COCCCNC(=O)c1cc(NC(=O)Nc2ccccc2Br)ccc1N1CCC(C)CC1
→ -7	-8	19
CC(C)(C)Nc1c(-c2ccc(C(C)(C)C)cc2)nc2ccc(Br)cn12
→ -8&-6	-10&-3	-4&5
CN1CCN(c2ccc(C(F)(F)F)cc2NC(=O)Cc2c[nH]c3ccccc23)CC1
→ -5	-4	-1
Cc1cc(S(=O)(=O)Nc2cccc3[nH]ncc23)c(C)s1
→ -11	-4	3
COCc1nc(-c2ccc(CN3CCN(C(=O)c4ccc5cc[nH]c5c4)CC3)cc2)no1
→ -9	-6	2
CC(C)Cn1c(=O)[nH]c2c(C(=O)N3CCN(C4CCCCC4)CC3)snc2c1=O
→ 0	0	.
N#Cc1nnc2ccccc2c1N1CCC(OCCN2CCCCC2)C1 (stereo not given)
→ -11	-6	-11
CCC1=C(OC(=O)c2ccccc2)C(C)(C)C(c2ccccc2)OC1=O (stereo not given)
→ -9	-10	3
Cc1cc(CN2CCN(C(C)C(=O)c3c(C)[nH]c4ccccc34)CC2)no1 (stereo not given)
→ .	-1	9

# One compound at a time (already shown). Order of values: mcGAS inh | hcGAS lum | NPYLR7 agonist
# COc1ccc2nc(N3CCN(C(=O)C4=COCCO4)CC3)sc2c1 reads -8 | -9 | -1
# N#Cc1nnc2ccccc2c1N1CCC(OCCN2CCCCC2)C1 (stereo not given) reads -11 | -6 | -11
# Cc1ccccc1NC(=O)Nc1ccc(-n2nc(OCC(C)C)nc2-c2ccco2)cc1 reads 0 | -1 | -3
# NC(=O)c1cc(S(=O)(=O)NC2CCCCC2)cs1 reads . | -8 | 5
# CCC(CC)C(=O)N(C)c1c(C)nc2c(OCc3ccc(Cl)cc3)cccn12 reads 0 | -4 | 10

# A draw from above in order of SMILES length, rising.
# Results follow in this order: mcGAS inh	hcGAS lum	NPYLR7 agonist
N#Cc1nnc2ccccc2c1N1CCC(OCCN2CCCCC2)C1 (stereo not given)
→ -11	-6	-11
Cc1cc(S(=O)(=O)Nc2cccc3[nH]ncc23)c(C)s1
→ -11	-4	3
CCC1=C(OC(=O)c2ccccc2)C(C)(C)C(c2ccccc2)OC1=O (stereo not given)
→ -9	-10	3

# Other entries.
# Results follow in this order: mcGAS inh	hcGAS lum	NPYLR7 agonist
COCC(=O)N1CCC(Oc2ccccc2C(=O)NCCc2ccccc2F)CC1
→ -10	-9	-4
OCCOCCNC[C@]1(O)CCCN2CCCC[C@@H]21
→ .	0	10
Cc1cc(C)c2oc(=O)n(C3CCN(C(=O)C(C)Cl)CC3)c2c1 (stereo not given)
→ -6	-8	2
O=c1c2cc(Cl)ccc2ncn1C1CCN(S(=O)(=O)c2ccc(F)c(F)c2)CC1
→ -5	-5	-1
CCCCC(=O)Nc1c(-c2ccc(F)cc2)nc2cc(C)ccn12
→ -4	0	-7
CC(=O)Nc1ccc(C(=O)Nc2ccc(S(=O)(=O)N3CCCC3)cc2)s1
→ .	-4	7
COCCCn1ccc2c(nnc3c(-c4ccc(Cl)cc4)cnn32)c1=O
→ .	-8	-4
CCOc1ccc(-n2ccnc(NCc3cccs3)c2=O)cc1
→ .	-8	2
N#Cc1cccnc1NCc1ccc(OC(F)F)cc1
→ .	-11	1
CCN1C(=O)N(COC(C)=O)C2C1N(COC(C)=O)C(=O)N2CC (stereo not given)
→ -4	6	5
CC(C)c1nnsc1CNC(=O)c1ccc(C#CC(C)(C)O)o1
→ .	-2	9
N#CC(C(=O)NC1CCCC1)C(=O)C1CSCN1C(=O)C1CCC1 (stereo not given)
→ .	-10	-1
Cc1ccc(/C=C/C2=NC(=C\c3cccs3)/C(=O)O2)cc1
→ .	-4	0
Cc1ccc(N2CCN(S(=O)(=O)c3ccc(Br)cc3)CC2)cc1Cl
→ .	-7	-2
CCN(Cc1csc(CC(=O)NC)n1)c1cc(C)cc(C)c1
→ .	-4	5
Cn1cc(NC(=O)N2CCc3ccccc32)c2ccccc21
→ 0	1	-4
O=C(c1cc(-c2ccco2)nn1-c1ccc(F)cc1)N1CCN(c2cccc(Cl)c2)CC1
→ -5	-3	15
CC1=C(C(=O)Nc2cc(C)on2)C(c2c(F)cccc2Cl)NC(=O)N1 (stereo not given)
→ .	20	-2
COc1ccc([C@H](C)NC(=O)c2ccc(-c3cc(-c4cccc(OC)c4)n[nH]3)cc2)cc1
→ -3	-1	10
C#CCN(Cc1ccc(C)cc1)C(=O)c1sccc1S(C)(=O)=O
→ -16	-7	3
Cn1ccnc1C(O)C1CCN(c2nccc(CCC(F)(F)F)n2)CC1 (stereo not given)
→ .	-5	3
O=C(NCC1Cc2cccc(-c3ccccc3C(F)(F)F)c2O1)c1cnc2ccccn2c1=O (stereo not given)
→ .	-14	16
CCNC(=O)N1CCN(c2cc(Cl)nc(SCC(=O)NCCN3CCOCC3)n2)CC1C (stereo not given)
→ -5	-7	-3
Cc1ccc(C(=O)Nc2cc(S(=O)(=O)N(C)C)ccc2F)s1
→ .	-13	4
COCc1cc(CNC(=O)c2c(C)n(C)c3ccc(OC)cc23)[nH]n1
→ .	-9	20
Cc1ccc(-c2cc(C(=O)N3CCCC3C3CCCC3)n[nH]2)s1 (stereo not given)
→ .	-12	6
CCOC(=O)c1nn(-c2ccccc2C)c(=O)cc1NC
→ .	-2	4
CCOc1ccc(OCCSc2nc3ccccc3n2Cc2ccccc2)cc1
→ .	-8	4
Cn1nccc1C(=O)N(CC1CCCO1)c1nc2ccccc2s1 (stereo not given)
→ -10	-13	.
O=C1N(Cc2cccc(Cl)c2)C[C@@H]2C[C@@H](c3ccccc3OC(F)F)N3CCC[C@@]123
→ 0	2	-6
COCC(=O)N(CCN(C)C)Cc1cccc(OS(=O)(=O)c2ccc(NC(C)=O)cc2)c1
→ -5	-8	23
O=c1[nH]c(-c2ccc(Cl)cc2)cs1
→ 9	-7	-4
O=C(Cc1cn2ccsc2n1)NC1CCSc2ccc(F)cc21 (stereo not given)
→ .	-3	3
Cc1[nH]n(-c2ccccc2)c(=S)c1C=Nc1ccccc1Br
→ .	-5	1
Cc1ccc2[nH]c3c(=O)n(CCC(=O)N4CCN(C(=O)c5ccco5)CC4)cnc3c2c1
→ -8	-5	.
CCc1cnc2c(c1N1CCCC1)c(=O)n(C)c(=O)n2C
→ .	-4	3
COc1ccc(C(=O)CSc2nnc(C)c3cnn(-c4ccccc4OC)c23)cc1
→ -10	-5	-9
COC(=O)CCC(NC(=O)Cc1ccc2ccccc2c1)C(=O)OC (stereo not given)
→ .	11	0
COc1ccc(S(=O)(=O)N(CC(=O)NCCSc2ccccn2)c2ccc(C)cc2)cc1OC
→ -3	-2	-12
CC1(C)N=C(N)N=C(N)N1c1ccc(F)cc1F
→ 0	0	-1
O=C(O)CN1C(=O)/C(=C\c2cccc(F)c2)SC1=S
→ -1	-5	0
O=C(c1ccc2oc(Cc3ccccc3)nc2c1)N1CCc2ccccc2C1
→ -10	-7	10
COc1cc(/C=C/C(=O)N2CCC=CC2=O)cc(OC)c1OC
→ .	-1&-8	-6&-4
Cc1ncsc1CCN(C)CCN1C[C@H]2CC[C@@H]1C2
→ -4	-1	.
COc1cccc(N2CCN(C(=O)c3ccccc3C)C(C)C2=O)c1 (stereo not given)
→ 1	1	-9
Cc1c(Cl)ccc2sc(N(Cc3ccccn3)C(=O)c3ccn(C)n3)nc12
→ -8	-9	.
CNC(=O)[C@@]1(OCc2ccc(F)cc2)CC(OCc2ccc(C(F)(F)F)cc2)[C@@H]2OC(C)(C)O[C@@H]2C1 (stereo not given in full)
→ -5	-6	25
O=C(c1ccccc1-n1cccc1)N1CCCC2(CCc3ccccc32)C1 (stereo not given)
→ .	-2	7
COc1ccc(C2(CC(=O)N3CCC(Oc4cccnc4)CC3)CC(=O)N(C3CCCC3)C2=O)cc1 (stereo not given)
→ -10	-3	3
Cc1sc2nc(C3CC3)nc(N3CCN(C(=O)c4ccc(F)cc4)CC3)c2c1C
→ -5	-9	-3
CN1CCN(c2ncc3c(=O)n(C4CCCC4)ccc3n2)CC1
→ .	-7	4
COC(=O)c1cc(-c2ccccc2)sc1NC(=O)CCCl
→ -4	-4	-4
CCCCn1c(SCC(=O)NC(=O)NC)nc2ccccc2c1=O
→ -5	0	8
CCN1CCN(c2nc3c(c(=O)[nH]c(=O)n3C)n2Cc2cc(C)ccc2C)CC1
→ -8	-5	0
O=C(Cc1ccc(S(=O)(=O)CC(F)(F)F)cc1)NCC1CCC1
→ -14	-6	5
CCCN(CC(=O)N(CCc1c[nH]c2ccccc12)Cc1ccccc1OC)C(=O)c1ccco1
→ -5	-4	14
COc1cccc(CSc2nnc(CNC(=O)/C=C/c3ccccc3)n2-c2cc(Cl)ccc2C)c1
→ -4	-5	5
Oc1oc(-c2cccc3ccccc23)nc1C=Nc1cccc(F)c1
→ .	-6	-1
O=C(NCc1ccc2c(c1)OCO2)c1csc(COc2ccccc2F)n1
→ 1	3	4
O=C(c1ccc(C(F)(F)F)cc1)N1CCN(C(C(=O)N2CCc3ccccc3C2)C2CCCC2)CC1 (stereo not given)
→ -4	-4	12
CC1(Cc2ccccc2)C(=O)Nc2cc(C(F)(F)F)ccc21 (stereo not given)
→ 2	1	0
COc1ccc(CN(C)Cc2nc(C(c3ccccc3)c3ccccc3)no2)c2cccnc12
→ -8	-1	2
